Screens (PubChem BioAssay)
NadD block: inhibitors of S. aureus NadD, primary screen, biochemical, colorimetric, uHTS | Nicotinate-nucleotide adenylyltransferase NadD (Staphylococcus aureus N315) | purified NadD enzyme, colorimetric absorbance read-out | inhibition, % at 20 µM | 360,000 tested, 0.78% active | AID 602399, 2012; in the data active means inhibition above about 26%; further: some compounds past the cut are filed as inactive
TbMetRS inhib: T. brucei MetRS inhibitors, primary screen, biochemical, luminescence; purified T. brucei MetRS, ATP depletion, Kinase-Glo luminescence; 360,000 tested, 0.4% active; inhibition, % at 11.9 µM;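 active means inhibition above a per-plate cutoff of the control wells' mean inhibition plus 3 SD, cut at about 5.5% in these data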;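 further: 0% = DMSO wells median and 100% = median of wells with control inhibitor compound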
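Dosing: 11.9 µM compound single dose, 0.9% DMSO; Assay system: purified T. brucei MetRS enzyme; Measured by: Kinase-Glo luciferase luminescence reporting remaining unconsumed ATP; Schedule: 15 min plus 2 h at 25 °C.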
Rpn11 inh: Rpn11 (PSMD14) deubiquitinase inhibitors, primary screen, biochemical, fluorescence polarization, uHTS. 26S proteasome non-ATPase regulatory subunit 14 (Homo sapiens), O00487. human 26S proteasome, Ub4-pepOG fluorescence polarization; 20S core pre-blocked with epoxomicin. calls only at 20 µM. 360,000 tested, 0.59% active. AID 588493, 2011;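 active means inhibition at 20 µM, scaled to each plate's controls, above about 33%, limit read from the data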
LMPTP block: LMPTP phosphatase inhibitors, primary screen, biochemical, fluorescence intensity, uHTS. Low molecular weight phosphotyrosine protein phosphatase (Homo sapiens), P24666. recombinant LMPTP-A, OMFP fluorogenic substrate. inhibition, % at 20 µM. 360,000 tested, 0.22% active;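 active means compounds that cut the enzyme signal by at least half of the control window in the single-dose screen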;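 further: plate controls were DMSO wells with enzyme plus substrate for no effect and substrate without enzyme for full effect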
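Material: LMPTP-A; amount: 0.625 nM enzyme; doses: single 20 µM dose; times: reaction 50 min, room temperature, dark; technique: fluorescence intensity of OMFP turnover product; benchmarks: no-enzyme and uninhibited controls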
STEP block: STEP phosphatase inhibitors, primary screen, biochemical, fluorescence intensity, uHTS; Tyrosine-protein phosphatase non-receptor type 5 (Homo sapiens), P54829; inhibition, % at 20 µM; 360,000 tested, 0.25% active; recombinant STEP, OMFP fluorogenic substrate;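 active means inhibition at 20 µM, scaled per plate between control wells, above about 37%, limit read from the data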;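 further: 0% = DMSO with enzyme and substrate and 100% = substrate only without enzyme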
Target sequence (P54829 whole entry, looked up): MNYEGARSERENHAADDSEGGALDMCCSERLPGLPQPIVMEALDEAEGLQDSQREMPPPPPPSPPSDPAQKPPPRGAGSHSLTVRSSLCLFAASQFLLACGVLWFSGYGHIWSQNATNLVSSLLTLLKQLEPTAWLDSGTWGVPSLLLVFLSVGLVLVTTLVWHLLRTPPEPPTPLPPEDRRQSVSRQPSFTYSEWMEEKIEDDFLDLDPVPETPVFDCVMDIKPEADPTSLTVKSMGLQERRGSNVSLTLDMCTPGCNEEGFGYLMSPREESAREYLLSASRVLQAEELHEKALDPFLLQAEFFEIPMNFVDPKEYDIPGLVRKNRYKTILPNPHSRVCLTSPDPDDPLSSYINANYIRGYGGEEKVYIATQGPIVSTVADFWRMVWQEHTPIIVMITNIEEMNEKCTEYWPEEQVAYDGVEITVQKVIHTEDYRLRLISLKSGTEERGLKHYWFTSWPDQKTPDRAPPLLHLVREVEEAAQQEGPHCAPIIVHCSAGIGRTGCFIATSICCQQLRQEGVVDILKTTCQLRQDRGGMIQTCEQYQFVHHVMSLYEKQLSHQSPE
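material = STEP tyrosine phosphatase | reagent = fluorogenic phosphatase substrate OMFP at 25 µM final | doses = single compound dose of 20 µM, 1% DMSO final | schedule = 20 min reaction, room temperature, in the dark | measured by = fluorescence, 480/540 nm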
PABP1 MLLE inh: inhibitors of PABP1 MLLE–PAM2 peptide binding, primary screen, biochemical, fluorescence polarization, FITC-PAM2, GST-MLLE. Polyadenylate-binding protein 1 (Homo sapiens), P11940. inhibition, % at 20 µM. 360,000 tested, 0.36% active; in the data active means inhibition above about 35%, passing the limit was not always enough;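 further: plate controls were DMSO wells with GST-MLLE for no effect and wells lacking GST-MLLE protein for full effect; some results filed as inactive read as strong as hits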
DNMT1 block: human DNMT1 methyltransferase inhibitors, primary screen, biochemical, molecular beacon, fluorescence, HinP1I cleavage, uHTS; 360,000 tested, 0.83% active; inhibition (reported as % activation of signal), % at 10 µM; DNA (cytosine-5)-methyltransferase 1 (Homo sapiens), P26358; in the data active means inhibition above about 50%
Scp-1 inhibitor: Scp-1 phosphatase inhibitors, primary screen, biochemical, colorimetric, uHTS | Recombinant Scp1, phosphopeptide, malachite green phosphate absorbance | inhibition, % at 20 µM | 340,000 tested, 0.88% active;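 active means inhibition above about 50% at 20 µM, limit read from the data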;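 further: plate controls were DMSO wells with enzyme for no effect and wells lacking enzyme for full effect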
Target sequence (Q9GZU7 76-261 limits assumed): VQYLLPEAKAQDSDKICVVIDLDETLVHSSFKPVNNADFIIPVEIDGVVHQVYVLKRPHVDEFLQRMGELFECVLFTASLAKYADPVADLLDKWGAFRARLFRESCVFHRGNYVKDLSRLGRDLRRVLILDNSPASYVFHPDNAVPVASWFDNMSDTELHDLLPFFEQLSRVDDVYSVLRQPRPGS
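Times: enzyme reaction 45 min at room temperature, colour 5 min, stabilisation 30 min. Material: SCP-1 catalytic fragment, aa 76-261. Medium: Acidic Tris acetate buffer with magnesium and detergent. Signal: colorimetric free-phosphate detection, absorbance 630 nm. Read-out basis: % inhibition of SCP-1 phosphate liberation. Reagent: Phosphorylated 17-residue peptide substrate.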
CSN deneddyl inh: inhibitors of CSN-mediated cullin deneddylation, primary screen, biochemical, fluorescence polarization, uHTS | COP9 signalosome complex subunit 5 (Homo sapiens), Q92905 | Purified CSN, SCF-Nedd8-OG deneddylation | inhibition, % at 12.5 µM | 360,000 tested, 0.38% active | AID 651999, 2013;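 active means pattern-corrected inhibition above about 35%, with an unprinted fluorescence ratio check between 0.5 and 1.5, limit read from the data, passing the limit was not always enough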;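 further: 0% = enzyme with substrate and 100% = substrate without enzyme; some results filed as inactive read as strong as hits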
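assay system = purified human Csn5 enzyme expressed in HEK293T cells | amount = 0.24 nM enzyme | buffer or medium = Tris/NaCl/DTT buffer, pH 7.5 | reagent = 10 nM SCFSkp2-Nedd8OG | compound = one concentration, 12.5 µM, 0.25% DMSO | times = 90 min reaction at room temperature | signal = FP | read-out basis = % inhibition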
SUMO1-SIM PPI: modulators of SUMO1 protein-protein interactions, primary screen, biochemical, uHTS. SUMO1 binding to a labelled peptide, TR-FRET, 1 h. 360,000 tested, 0.33% active. Small ubiquitin-related modifier 1 (Homo sapiens), P63165. inhibition, % at 20 µM; in the data active means inhibition above about 37%
Target sequence (P63165 whole entry, looked up): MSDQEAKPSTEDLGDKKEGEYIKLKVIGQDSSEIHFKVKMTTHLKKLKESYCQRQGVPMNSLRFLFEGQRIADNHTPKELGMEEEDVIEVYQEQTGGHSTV
Numbers without * were called inactive; i = inactive; · = no result given.

Abbreviations – A = NadD block; B = TbMetRS inhib; C = Rpn11 inh; D = LMPTP block; E = STEP block; F = PABP1 MLLE inh; G = DNMT1 block; H = Scp-1 inhibitor; I = CSN deneddyl inh; J = SUMO1-SIM PPI
O=C(c1n[nH]c2ccccc12)N1CCN(S(=O)(=O)c2ccccc2)CC1
  A = -5	B = -0.4	C = i	D = 0.1	E = -3	F = 6	G = 2	H = -2	I = 1	J = 3

Cc1[nH]nc(SCC(=O)NC2CCCCC2)c1[N+](=O)[O-]
  A = -4	B = -0.2	C = i	D = -0.4	E = -1	F = 3	G = -1	H = -16	I = 1	J = 1

O=C1CN(C(=O)c2cc([N+](=O)[O-])ccc2Cl)C(c2ccccc2)c2cc(F)ccc2N1 (centres undefined)
  A = 2	B = -1.5	C = i	D = 0.5	E = -2	F = 12	G = 7	H = -2	I = -13	J = -19

Cc1cc(C(=O)OCC(=O)NC2(C#N)CCCCC2)c(C)o1
  A = -1	B = -0.1	C = i	D = -0.6	E = 4	F = -1	G = 3	H = -7	I = -4	J = 2

O=C(COC(=O)C(O)c1ccccc1)NC12CC3CC(CC(C3)C1)C2 (centres undefined)
  A = 1	B = -0.9	C = i	D = -1.5	E = -1	F = 0	G = -2	H = 6	I = -1	J = -7

Clc1ccc2[nH]cc(-c3nnnn3-c3ccccc3)c2c1
  A = -4	B = 3.4	C = i	D = 1.8	E = 0	F = 3	G = -3	H = -13	I = 3	J = -2

CCC(c1nnnn1C(C)(C)C)N(Cc1ccco1)Cc1cc2cccc(C)c2[nH]c1=O (centres undefined)
  A = -2	B = -0.6	C = i	D = 1.6	E = 0	F = 2	G = -6	H = -6	I = 1	J = 1

Cc1c(C)c2ccc(OCC(=O)N3CC[C@@]4(O)CCCC[C@H]4C3)cc2oc1=O
  A = -3	B = 0.5	C = i	D = -1.2	E = -3	F = -2	G = -4	H = -1	I = 1	J = -6

Cc1ccccc1-c1cc(=O)c2ccccc2o1
  A = -3	B = 0.1	C = i	D = 0.4	E = -1	F = 2	G = 0	H = -8	I = 2	J = 6

COC(=O)c1cc(NC(=O)Nc2ccccc2OC)cc(C(=O)OC)c1
  A = 1	B = -0.3	C = i	D = 2.6	E = -2	F = -6	G = 3	H = -13	I = 3	J = 4

Overlap with the part before: 3 compounds, followed by the next part.
Abbreviations – A = NadD block; B = TbMetRS inhib; C = Rpn11 inh; D = LMPTP block; E = STEP block; F = PABP1 MLLE inh; G = DNMT1 block; H = Scp-1 inhibitor; I = CSN deneddyl inh; J = SUMO1-SIM PPI
Cc1c(C)c2ccc(OCC(=O)N3CC[C@@]4(O)CCCC[C@H]4C3)cc2oc1=O
  A = -3	B = 0.5	C = i	D = -1.2	E = -3	F = -2	G = -4	H = -1	I = 1	J = -6

Cc1ccccc1-c1cc(=O)c2ccccc2o1
  A = -3	B = 0.1	C = i	D = 0.4	E = -1	F = 2	G = 0	H = -8	I = 2	J = 6

COC(=O)c1cc(NC(=O)Nc2ccccc2OC)cc(C(=O)OC)c1
  A = 1	B = -0.3	C = i	D = 2.6	E = -2	F = -6	G = 3	H = -13	I = 3	J = 4

Fc1ccc(OCCCCCn2ccnc2)cc1
  A = -9	B = -1.0	C = i	D = -4.0	E = -2	F = -4	G = 0	H = -6	I = -6	J = 2

O=C(O)c1cc(-c2ccc3c(c2)OCO3)nc2ccc(Br)cc12
  A = 6	B = 1.4	C = i	D = -0.4	E = -1	F = 13	G = 1	H = 3	I = -4	J = -4

CCC(Sc1ncnc2sc(C)c(C)c12)C(=O)OC (centres undefined)
  A = -7	B = -2.2	C = i	D = 0.2	E = -1	F = -8	G = 6	H = 6	I = 5	J = 5

COCc1cc(CNC(=O)C2CCC(=O)N(Cc3cccc(OC)c3)C2)[nH]n1 (centres undefined)
  A = 2	B = -0.1	C = i	D = -0.2	E = 1	F = 9	G = 0	H = -11	I = -3	J = 0

COc1cccc(N(C(=O)c2ccco2)c2nc(-c3sc(NC(=O)c4ccco4)nc3C)cs2)c1
  A = 36*	B = -0.2	C = i	D = 1.2	E = -1	F = -18	G = -20	H = -1	I = 7	J = 7

CCCCNC(=O)C1c2ccccc2OCC(=O)N1Cc1ccccn1 (centres undefined)
  A = 3	B = -0.3	C = ·	D = -1.4	E = ·	F = ·	G = ·	H = ·	I = -6	J = -7

CC(=O)OC[C@@H]1CN(Cc2ccccc2)C[C@H](n2cnc3c(NCc4ccc(F)cc4)ncnc32)O1
  A = 3	B = 0.0	C = i	D = 0.3	E = 0	F = 2	G = -8	H = ·	I = 0	J = 3

Cc1c(NC(=O)CN2C(=O)NC(C)(c3ccc(Cl)cc3)C2=O)c(=O)n(-c2ccccc2)n1C (centres undefined)
  A = -1	B = -0.3	C = i	D = -1.1	E = 2	F = -3	G = 3	H = 4	I = -8	J = 4

Cc1ccc(S(=O)(=O)N2CCOCC2)cc1C(=O)N1CCCCCC1
  A = 4	B = 0.3	C = i	D = 2.2	E = -2	F = 0	G = 1	H = -2	I = 0	J = 5

Cc1c(O)cnc2nn(-c3ccccc3)c(=N)n12
  A = 5	B = 0.4	C = i	D = 0.0	E = 1	F = -4	G = 1	H = ·	I = 0	J = 0

C1COCCNCCOCCOCCN1
  A = -2	B = -0.5	C = i	D = -6.6	E = 1	F = 24	G = -5	H = -7	I = -3	J = -2

CSc1ccc2c(c1)C(N1CCN(C)CC1)Cc1ccc(F)cc1S2 (centres undefined)
  A = 0	B = -1.0	C = i	D = -2.0	E = 2	F = -2	G = -7	H = 1	I = 8	J = -18

Ordered by count of non-hydrogen atoms (descending): part of the list above
Abbreviations – A = NadD block; B = TbMetRS inhib; C = Rpn11 inh; D = LMPTP block; E = STEP block; F = PABP1 MLLE inh; G = DNMT1 block; H = Scp-1 inhibitor; I = CSN deneddyl inh; J = SUMO1-SIM PPI
COc1cccc(N(C(=O)c2ccco2)c2nc(-c3sc(NC(=O)c4ccco4)nc3C)cs2)c1
  A = 36*	B = -0.2	C = i	D = 1.2	E = -1	F = -18	G = -20	H = -1	I = 7	J = 7

Cc1c(NC(=O)CN2C(=O)NC(C)(c3ccc(Cl)cc3)C2=O)c(=O)n(-c2ccccc2)n1C (centres undefined)
  A = -1	B = -0.3	C = i	D = -1.1	E = 2	F = -3	G = 3	H = 4	I = -8	J = 4

CCC(c1nnnn1C(C)(C)C)N(Cc1ccco1)Cc1cc2cccc(C)c2[nH]c1=O (centres undefined)
  A = -2	B = -0.6	C = i	D = 1.6	E = 0	F = 2	G = -6	H = -6	I = 1	J = 1

O=C(c1n[nH]c2ccccc12)N1CCN(S(=O)(=O)c2ccccc2)CC1
  A = -5	B = -0.4	C = i	D = 0.1	E = -3	F = 6	G = 2	H = -2	I = 1	J = 3

Cc1ccc(S(=O)(=O)N2CCOCC2)cc1C(=O)N1CCCCCC1
  A = 4	B = 0.3	C = i	D = 2.2	E = -2	F = 0	G = 1	H = -2	I = 0	J = 5

Outcome played no part in choosing rows; about 3.6% have a hit in one of these screens.
